Screens: PubChem BioAssay, National Center for Advancing Translational Sciences (NCATS)
GAA inh = blocks human lysosomal alpha-glucosidase; P10253; purified human GAA, 4-MU-alpha-glucoside fluorescence; Potency, µM (highest dose often 76.9 µM), for inactives: at the highest dose activity change, negative = inhibition, actives largely listed as inhibitors; actives 0.005% (n = 200,000); AID 1466;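 also: plate controls were uninhibited enzyme wells for no effect and no-enzyme background for full effect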
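AC50 values come from Hill fits of compound titrations (up to 77 uM) against 4 nM human enzyme. Substrate 4-methylumbelliferyl-alpha-D-pyranoside at 400 uM, pH 5.0 citrate buffer, 20 min room temperature; fluorescence Ex 365/Em 440 after alkaline stop.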
HTT cytoprotect = Huntington cell model cytoprotection by ATP luminescence; Potency, µM (series often up to 56.4 µM), without a hit: cytoprotection (ATP increase), usual class: activators; PC12 HTT-Q103 induced, cytoprotection, ATP luminescence, 40 h; actives 0.14% (n = 230,000); AID 1471;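 also: % of control where 0% means no effect; nearly all actives have a fitted effect of over 45% in size; toxic huntingtin expression switched on by the ecdysone agonist tebufenozide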
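Rat PC12, Q103 Htt exon1-GFP fusion, ecdysone promoter; tebufenozide inducer 100 nM final; compound titration; qHTS, 1500 cells/well; ATPlite luminescent read.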
HTT aggregate = reduces HttQ103-GFP aggregates in PC12 cells; Potency, µM (doses to about 46.1 µM), without a hit: at the top dose activity change, negative = inhibition, usual class: inhibitors; PC12 HttQ103-GFP aggregates, Acumen cytometry, 40 h; actives 1.1% (n = 220,000); also: % is scaled to controls: 0 for no effect and ±100 for the full control effect; nearly all actives have a fitted effect of over 60% in size
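Aggregates are detected as GFP objects 1–25 µm with signal 6 STDEV over background in lysates of induced PC12 cells. These carry Huntingtin exon 1 with 103 glutamines fused to GFP under an ecdysone promoter; compounds titrated.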
GAA glycogen = alters human alpha-glucosidase cleavage of glycogen; P10253; recombinant GAA, glycogen substrate, Amplex Red glucose oxidase fluorescence; Potency, µM (highest dose often 76.4 µM), without a hit: top-dose activity change, negative = inhibition, most hits filed as inhibitors; actives 0.38% (n = 300,000); AID 2100;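 also: 0% = full enzyme reaction and -100% = no-enzyme basal signal; the screen sought inhibitors and activators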
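Recombinant human enzyme (4 nM); glycogen substrate; 37 C, 40 min, pH 5.0. Readout: coupled glucose oxidase/Amplex Red fluorescence.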
aGlu spleen mod = lysosomal alpha-glucosidase (human) modulation | Potency, µM (highest dose often 79.9 µM), for inactives: top-dose activity change, negative = inhibition, most hits filed as inhibitors | AID 2112 | P10253 | actives 0.006% (n = 240,000) | human spleen homogenate, 4-MU-alpha-glucoside fluorescence;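 also: 0% = enzyme with vehicle and -100% = no enzyme basal signal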
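Enzyme source: human spleen homogenate, 1 ug/well. Buffer 50 mM citric acid/K phosphate pH 5.0, 0.01% Tween-20. 4-MU-alpha-glucoside 1 mM; 37 C x 40 min; NaOH/glycine stop; fluorescence.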
GoLoco inh red = inhibitors of human Gai1-RGS12 GoLoco interaction (red fluorophore). Potency, µM (highest dose often 61.6 µM), without a hit: top-dose activity, negative = inhibition, usual class: inhibitors. actives 0.44% (n = 230,000). AID 880. Gai1:RGS12 GoLoco peptide FP, rhodamine, 10 min; active = well fitted inhibition curve with a large enough effect, not every such curve was filed as active; inactive = no such curve, though single readings can be large or run the other way; also: % is scaled to controls: 0 for no effect and ±100 for the full control effect; nearly all actives have a fitted effect of over 30% in size; many of its hits are not listed in these tables
Target sequence (P63096 whole entry, looked up): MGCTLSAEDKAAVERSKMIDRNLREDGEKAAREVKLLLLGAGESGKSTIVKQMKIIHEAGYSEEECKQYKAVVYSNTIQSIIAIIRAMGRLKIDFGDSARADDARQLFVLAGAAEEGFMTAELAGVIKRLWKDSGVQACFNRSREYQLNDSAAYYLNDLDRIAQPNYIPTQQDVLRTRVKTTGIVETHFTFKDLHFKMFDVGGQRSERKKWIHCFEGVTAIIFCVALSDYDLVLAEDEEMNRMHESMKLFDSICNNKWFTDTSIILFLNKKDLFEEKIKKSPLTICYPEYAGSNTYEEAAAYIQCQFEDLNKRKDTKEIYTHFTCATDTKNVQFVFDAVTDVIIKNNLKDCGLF
IMPase Li cell = membrane-permeable IMPase blocker, potentiated with lithium. actives 0.35% (n = 210,000). Potency, µM (titrated, usually from 59.4 µM), for inactives: at the top dose activity, negative = IMPase inhibition, actives largely listed as inhibitors. AID 1457. CHO-M1 cells, IP1 TR-FRET (IP-One), carbachol + lithium;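 also: IP1 builds up when IMPase is blocked and the TR-FRET signal falls; plate controls were basal vehicle for no effect and high inhibitor control for full effect; nearly all actives have a fitted effect of over 50% in size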
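IP1 accumulation measured by competitive TR-FRET in lysed CHO-M1 cells after 30 min compound exposure at 37C, with a small lithium addition to potentiate weak responses. Hill-equation AC50 from ratio and donor-channel data.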
The depositor's hits bear a star; ? = inconclusive; · = no result given; [ ] = dose if it differs, or a comment. Unless noted, calls follow the shape of the dose curve; as a rule, active = well fitted curve in the direction sought with a large enough effect; inconclusive = small, poorly fitted or top-dose-only effect, or another doubt; inactive = no such curve, though single readings can be large; an effect the other way counts as inactive or inconclusive. Potency is read from the fitted curve at half-maximal effect.

SMILES | GAA inh | HTT cytoprotect | HTT aggregate | GAA glycogen | aGlu spleen mod | GoLoco inh red | IMPase Li cell
Cc1ccc(NC(=O)c2sc(=S)n(-c3cc(C)ccc3F)c2N)cc1 | ? | -21.3% | 9.0% | -2.6% | -6.9% | 0.6% | 5.1%
O=C1C(Cl)=C(Nc2cccc(O)c2)C(=O)N1Cc1ccccc1 | 3.4% | · | -27.9% | 13.1% | -1.7% | 6.0% | 15.3%
Cc1ccc(S(=O)(=O)N(C)C)cc1NC(=O)CN1C(=O)NC2(CCCc3ccccc32)C1=O (configuration not stated) | -2.6% | -0.8%[10 µM] | 11.4% | -3.8% | -11.5% | -28.7% | -1.3%
CN(C)c1ccc(N/C=C/C(=O)c2ccco2)cc1 | 5.3% | -13.8% | -22.3% | 12.6µM* | 2.0% | -46.1% | 67.8%[activator][38.3 µM]
Cc1cc(Cl)ccc1NC(=O)/C=N/O | · | 3.2%[10 µM] | -6.2%[9.22 µM] | 2.2% | -7.6% | 2.3% | ·
O=C(CCC(=O)N1CCOCC1)c1ccc(F)cc1 | -2.7% | -31.6%[inhibitor] | 9.2% | -6.5% | 3.0% | 7.5% | -9.7%
COc1cc(OC)c2c(C)cc(=O)oc2c1C(CCN1CCN(c2ccccc2)CC1)c1ccc2c(c1)OCO2 (configuration not stated) | · | -21.3%[10 µM] | -11.4%[9.22 µM] | -7.3% | -3.1% | -2.9% | ·
O=C(Cc1c[nH]c2ccccc12)Nc1cccc(S(=O)(=O)N2CCCCC2)c1 | -9.9% | · | 12.7% | -9.6% | -17.6% | 9.6% | 15.1%
CCOCCCn1c(-c2ccc(Cl)cc2)n[nH]c1=S | 1.0% | -23.4% | 14.8% | -2.9% | 2.5% | 5.1% | 18.8%[38.3 µM]
CC(C)(CN1CCC(Cc2ccccc2)CC1)NS(=O)(=O)c1ccccc1 | · | -5.6%[10 µM] | -2.6%[9.22 µM] | 10.1% | -4.0% | -3.0% | ·

(cont.)
SMILES | GAA inh | HTT cytoprotect | HTT aggregate | GAA glycogen | aGlu spleen mod | GoLoco inh red | IMPase Li cell
Cc1ccc(NC(=O)Cn2cccc2)cc1C | -11.2% | 3.4% | -5.1% | -1.0% | -16.1% | 12.5% | -13.1%[38.3 µM]
O=C(O)c1ccc(C(=O)O)c(C(=O)O)c1.[NH-][C@@H]1CCCC[C@@H]1[NH-].[Pt] | · | -8.9%[10 µM] | · | · | · | 2.3%[14.2 µM] | -18.3%
O=C(CN1CCSCC1)N/N=C/c1ccccc1F | 5.5% | 4.3% | -3.4% | 8.2% | 0.4% | -7.1% | 30.7%[38.3 µM]
COC(=O)CC1[C@@]2(C)C[C@@]34OC5(C)OC6(CC[C@@]7(C)C(c8ccoc8)OC(=O)C(C(C)=O)C7[C@]6(O5)C(O)[C@@]3(O)C2O)[C@]14C (some centres not stated) | · | · | · | · | 3.6% | 8.3% | -0.3%
Cc1ccc(NC(=O)OCCNC(=O)OC(C)C)cc1 | -1.6% | -0.4% | 4.8% | -10.3% | 1.2% | -10.8% | 5.2%
Cc1nc(NCc2ccc3c(c2)OCO3)c2nnn(Cc3ccccc3)c2n1 | -7.5% | -14.3%[10 µM] | 16.1% | 11.4% | 4.8% | -11.9% | 13.9%[38.3 µM]
Cc1ccc(S(=O)(=O)N2CCCCC2)cc1NC(=O)CSc1nnnn1C | · | -2.7%[10 µM] | -13.0%[9.22 µM] | 4.4% | -6.3% | -3.4% | ·
O=[N+]([O-])c1ccc(CSc2nc3ccccc3[nH]2)cc1 | -2.5% | -5.9%[10 µM] | -22.2% | 3.4% | 5.3% | 2.3% | 6.0%
C=CCn1c(=O)[nH]c2cc(C(=O)N3CC=C(c4ccccc4)CC3)ccc2c1=O | ? | -12.0% | -18.1% | -10.6% | 0.7% | -5.9% | -4.1%
c1ccc(CCn2c(C3CC3)nc3ccccc32)cc1 | -3.7% | 13.2% | -17.5% | -4.3% | -1.9% | -0.5% | 38.0%[38.3 µM]

Further records:
SMILES | GAA inh | HTT cytoprotect | HTT aggregate | GAA glycogen | aGlu spleen mod | GoLoco inh red | IMPase Li cell
O=C(NCCCCCc1nc2ccccc2[nH]1)c1ccccc1Cl | -8.4%[15.4 µM] | 11.1%[10 µM] | -18.1%[9.22 µM] | 9.7% | 1.4% | -6.0% | ·
Cc1cccc(-n2ncc3c(N4CCCc5ccccc54)ncnc32)c1 | -1.0% | -58.7%[inhibitor] | -10.3% | 17.6% | -2.3% | 5.5% | -4.4%[38.3 µM]
CC(=O)N1CCc2cc(S(=O)(=O)NC(Cc3ccccc3)C(=O)Nc3cc(C)ccn3)ccc21 (configuration not stated) | -6.1% | -17.3% | 26.9%[9.22 µM] | 1.7% | 1.2% | 9.7% | 17.8%[38.3 µM]
O=C1CC(SCCO)C(=O)N1c1ccc(Oc2ccccc2)cc1 (configuration not stated) | 6.3% | -13.1%[10 µM] | 8.5% | -7.9% | 2.1% | -10.1% | 5.3%
O=C1NC2(CCCCC2)N=C1c1ccccc1 | -0.6% | -26.7% | -8.5% | 2.6% | -4.2% | 1.4% | 0.2%[38.3 µM]
Cc1ccc(CCNC(=O)CN(C)S(=O)(=O)c2ccc3c(c2)c(=O)n(C)c(=O)n3C)cc1 | -8.3% | -6.4% | -1.5% | 6.1% | -2.2% | -6.6% | -20.6%[38.3 µM]
Cc1ccccc1-n1c(Cn2c(=O)sc3ccccc32)nnc1SCC(N)=O | -1.0% | 5.2%[10 µM] | -14.5% | 18.8% | -0.7% | -25.0% | 13.5%[38.3 µM]
COc1cccc(NC(=O)c2nc3nc(C)cc(C(F)F)n3n2)c1 | 0.0% | 25.3%[10 µM] | 8.4% | 2.0% | -6.5% | 4.6% | -1.7%[38.3 µM]
COc1ccccc1NC(=O)CN1CCC(C(=O)c2ccc(F)cc2)CC1 | -2.7% | -12.4% | -1.7% | 3.9% | -1.7% | 1.9% | 9.0%[38.3 µM]
CCO[C@@H]1OC(C(=O)N2CCN(Cc3ccc4c(c3)OCO4)CC2)=C[C@H](C)[C@H]1CCCO | · | 10.0%[10 µM] | 1.5%[9.22 µM] | 15.3% | 0.5% | -1.3% | -9.1%

Single values from above:
O=C(NCCCCCc1nc2ccccc2[nH]1)c1ccccc1Cl @ GAA glycogen: 9.7%
O=C1NC2(CCCCC2)N=C1c1ccccc1 @ IMPase Li cell: 0.2%[38.3 µM]
COc1cccc(NC(=O)c2nc3nc(C)cc(C(F)F)n3n2)c1 @ aGlu spleen mod: -6.5%
CC(=O)N1CCc2cc(S(=O)(=O)NC(Cc3ccccc3)C(=O)Nc3cc(C)ccn3)ccc21 (configuration not stated) @ aGlu spleen mod: 1.2%

Next part.
SMILES | GAA inh | HTT cytoprotect | HTT aggregate | GAA glycogen | aGlu spleen mod | GoLoco inh red | IMPase Li cell
CC1=CS(=O)(=O)CC1Sc1ncn[nH]1 (configuration not stated) | 0.4% | 3.9%[10 µM] | -6.6% | 1.5% | -7.6% | -5.4% | 2.9%
O=C(N/N=C1\C2CN3CCN(C2)CC1(c1ccccc1)C3)Nc1ccccc1 | 0.6% | -21.6% | 12.1% | -16.5% | 6.7% | 4.6% | -1.9%
Cc1cc(C(C)(C)C)oc1C(=O)N(CC(=O)NC1CCCC1)c1ccc(F)cc1 | -7.5% | 6.1%[10 µM] | ? | -4.6% | -18.4% | -7.4% | 6.1%
COc1ccc(CC(=O)NCc2nc(-c3ccccc3)no2)cc1 | 2.9% | -30.9%[1.9 µM] | 18.2%[9.22 µM] | -15.6% | 10.5% | 8.9% | 7.5%
COc1ccc(-c2nc(SC(CC(=O)NCc3ccccc3)c3ccc(OC)c(OC)c3)n[nH]2)cc1 (configuration not stated) | 11.3% | -12.5%[10 µM] | 7.7% | -6.4% | -1.7% | -4.6% | 7.2%
Cn1ncc2c(NNC(=O)c3ccc(O)cc3)ncnc21 | -3.5% | -1.6%[10 µM] | -11.4% | -12.3% | -11.8% | 0.0% | 3.1%
OCCNCCOc1ccccc1-c1ccccc1 | -2.7% | 31.3% | ? | 0.7% | -3.3% | -5.0% | 17.9%[38.3 µM]
CC(C)(C)OC(=O)N1CCC(C(=O)N2CCCCCC2)CC1 | 2.8% | -2.2%[10 µM] | 18.2% | -8.6% | -6.8% | -1.7% | -2.2%
O=C(OCCN1C(=O)c2ccccc2C1=O)c1ccco1 | 4.4% | 7.9%[10 µM] | -5.1% | 1.7% | 2.1% | -5.1% | -6.5%
Cc1cc(C)n2c(SCC(=O)Nc3ccccc3)nnc2n1 | -3.3% | -12.3% | 9.9% | -29.1% | 8.3% | -1.5% | -4.8%[38.3 µM]

GAA glycogen, entries above that show a hit
SMILES	GAA inh	HTT aggregate	GAA glycogen	aGlu spleen mod	GoLoco inh red	IMPase Li cell
CN(C)c1ccc(N/C=C/C(=O)c2ccco2)cc1	5.3%	-22.3%	12.6µM*	2.0%	-46.1%	67.8%[activator][38.3 µM]

Following part
Sequence of screens – GAA inh	HTT cytoprotect	HTT aggregate	GAA glycogen	aGlu spleen mod	GoLoco inh red	IMPase Li cell
O=C(CCC(=O)NNC(=O)COc1ccc(Br)cc1)NCc1ccccc1
  20.6%	·	·	1.2%	2.1%	21.5%	0.7%
CCC(C)NC(=O)C1CCC(=O)N1Cc1ccc(C)cc1 (configuration not stated)
  ?	-1.3%	1.0%	0.3%	-3.7%	-4.1%	2.1%[38.3 µM]
O=C(CCc1c[nH]c2ccccc12)NCC(=O)Nc1ccc(F)c(F)c1F
  4.3%	-37.2%[inhibitor]	11.4%	-8.9%	-1.8%	7.1%	-7.6%
CNc1ccccc1C(C)(C)c1cc(C)[nH]n1
  -3.3%	-8.1%	0.3%	-2.9%	-6.4%	2.8%	1.7%
Cc1cccc(N(NC(=O)C(C)(C)O)C(=O)c2ccccc2)c1
  -5.5%	0.2%	-14.9%	-24.2%	-7.7%	3.0%	6.8%[38.3 µM]
O=C(CSc1ncccn1)N/N=C/c1ccccc1[N+](=O)[O-]
  -13.1%	-25.3%	-5.9%	1.2%	-2.9%	5.2%	2.8%
NC(=O)CC[C@@H]1NC(=O)[C@@H]2CCCN2C(=O)c2cc([N+](=O)[O-])cc(I)c2NCCC[C@@H](C(=O)NC(CC(=O)O)C(N)=O)NC1=O (some centres not stated)
  4.2%	·	5.1%	5.1%	-2.6%	6.2%	1.8%
Cc1ccc(S(=O)(=O)N2CCCC2C(=O)N(C)Cc2cccs2)cc1 (configuration not stated)
  -3.3%	3.3%	7.7%	7.7%	-1.3%	-32.5%	7.8%[38.3 µM]
Cc1cc(C(=O)OCc2nc3ccccc3s2)c(C)o1
  0.8%	7.7%	-8.2%	-7.9%	2.2%	7.7%	0.6%[38.3 µM]

An excerpt; the hit share may differ from the screen's.
